From PubChem BioAssay
PPARg SRC1 recr: PPARgamma agonists recruiting SRC-1 coactivator, primary screen, biochemical; actives 0.41% (n = 200,000); Peroxisome proliferator-activated receptor gamma (Homo sapiens), P37231; AID 631, 2007; PPARgamma-SRC-1 coactivator recruitment biochemical assay; activation, % at 8 µM; in the data active = activation above about 19%;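 note: 0% = DMSO and 100% = reference agonist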
Target sequence (P37231 whole entry, looked up): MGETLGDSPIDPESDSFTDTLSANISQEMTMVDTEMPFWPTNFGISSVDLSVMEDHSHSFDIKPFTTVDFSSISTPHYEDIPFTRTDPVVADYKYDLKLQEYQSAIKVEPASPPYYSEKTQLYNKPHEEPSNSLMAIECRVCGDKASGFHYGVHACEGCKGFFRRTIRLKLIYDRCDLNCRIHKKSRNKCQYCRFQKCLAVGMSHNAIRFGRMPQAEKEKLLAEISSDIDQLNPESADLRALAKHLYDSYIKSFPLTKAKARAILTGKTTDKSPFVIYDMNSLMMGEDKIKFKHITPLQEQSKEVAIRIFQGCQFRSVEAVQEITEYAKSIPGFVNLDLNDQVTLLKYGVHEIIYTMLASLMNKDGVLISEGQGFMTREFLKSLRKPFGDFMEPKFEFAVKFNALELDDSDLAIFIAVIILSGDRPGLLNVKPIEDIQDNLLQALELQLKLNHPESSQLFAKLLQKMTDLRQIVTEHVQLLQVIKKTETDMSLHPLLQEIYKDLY
TNAP inh noacc: human TNAP enzyme inhibitors, primary screen, biochemical, luminescent, no phosphate acceptor, uHTS | Alkaline phosphatase, tissue-nonspecific isozyme (Homo sapiens), P05186 | purified TNAP, CDP-star luminescence, 30 min | inhibition, % at 20 µM | actives 0.26% (n = 200,000);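 active = tissue-nonspecific alkaline phosphatase inhibition above about 50% at 20 µM in the single-dose screen, limit read from the data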;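 note: 0% = DMSO negative control and 100% = EDTA positive control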
Target sequence (P05186 whole entry, looked up): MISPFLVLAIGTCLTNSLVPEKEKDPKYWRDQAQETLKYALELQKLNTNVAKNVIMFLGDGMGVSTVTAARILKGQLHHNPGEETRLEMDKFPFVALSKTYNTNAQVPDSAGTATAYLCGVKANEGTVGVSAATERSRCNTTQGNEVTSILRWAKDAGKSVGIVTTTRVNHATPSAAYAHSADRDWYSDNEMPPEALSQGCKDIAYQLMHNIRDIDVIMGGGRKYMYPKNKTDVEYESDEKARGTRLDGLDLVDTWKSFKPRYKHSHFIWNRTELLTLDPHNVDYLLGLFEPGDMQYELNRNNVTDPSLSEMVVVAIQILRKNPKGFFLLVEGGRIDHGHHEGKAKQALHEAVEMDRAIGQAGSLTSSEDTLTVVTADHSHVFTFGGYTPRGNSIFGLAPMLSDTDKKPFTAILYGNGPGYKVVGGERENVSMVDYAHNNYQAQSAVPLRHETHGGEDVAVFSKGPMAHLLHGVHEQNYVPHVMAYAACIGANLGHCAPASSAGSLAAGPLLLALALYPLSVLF
TR-FRET SRC-2 ct: TR-FRET signal artefacts, primary screen, artefact control for PPARgamma SRC-2 agonist project, biochemical | actives 0.4% (n = 200,000) | TR-FRET artefact counter-screen; stronger effect = higher value | TR-FRET ratio at 8 µM; in the data active = TR-FRET ratio above about 2000; note: inactives centre near 1500
bIAP act: bovine intestinal alkaline phosphatase activators, primary screen, biochemical, bovine IAP, CDP-star luminescence; alkaline phosphatase, intestinal [Bos taurus]; purified bovine IAP, 30 min; stronger effect = higher value; fold of DMSO-control signal, blank-subtracted; activation factor at 20 µM; actives 0.17% (n = 200,000);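 active = activation factor of 2 or more at 20 µM, a signal rise over negative controls twice the positive control's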
PPARg SRC3 recr: PPARgamma agonists recruiting SRC-3 coactivator, primary screen, biochemical; biochemical PPARgamma/SRC-3 coactivator recruitment assay; actives 0.26% (n = 200,000); activation, % at 8 µM; Peroxisome proliferator-activated receptor gamma (Homo sapiens), P37231; in the data active = activation above about 23%;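 note: 0% = DMSO and 100% = reference agonist; some compounds past the cut are filed as inactive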
bIAP inh: bovine intestinal alkaline phosphatase inhibitors, primary screen, selectivity assay for TNAP inhibitor project, biochemical, bovine IAP, CDP-star luminescence; alkaline phosphatase, intestinal [Bos taurus]; purified bovine IAP, 30 min; 190,000 tested, under 10 active; inhibition, % at 20 µM;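 active = over 50% inhibition of intestinal alkaline phosphatase at 20 µM in the single-dose screen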
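Assay system – bovine IAP enzyme · Quantity – bovine IAP at 1/65,000,000 final dilution · Detection – CDP-star luminescence signal · Times – 30 min reaction at room temperature · Also added – CDP-star substrate at 30 µM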
TNAP act hiacc: TNAP activators at high phosphate acceptor level, primary screen, biochemical, luminescence, uHTS; Alkaline phosphatase, tissue-nonspecific isozyme (Homo sapiens), P05186; purified TNAP, CDP-star luminescence, 1 M DEA, 30 min; stronger effect = higher value; 0 = EDTA background, 1 = DMSO-only activity; activation factor at 20 µM; 200,000 tested, under 10 active; AID 1136, 2008;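 active = activation factor at least 2 at 20 µM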
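Dosing: 20 µM single point. System: human TNAP. Amount: TNAP 1/800 final. Incubation: 30 min, room temperature. Read-out: TNAP activation factor scaled between EDTA and DMSO control wells. Signal: luminescence from CDP-star hydrolysis. Medium: 1 M DEA, pH 9.8, Mg2+, Zn2+. Control set: EDTA negative control, DMSO positive control.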
TNAP inh hiacc: human TNAP enzyme inhibitors, primary screen, biochemical, luminescent, high phosphate acceptor level, uHTS | purified TNAP, CDP-star luminescence, 1 M DEA | AID 1135, 2008 | Alkaline phosphatase, tissue-nonspecific isozyme (Homo sapiens), P05186 | inhibition, % at 20 µM | actives 0.03% (n = 200,000);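 active = over 50% inhibition of tissue-nonspecific alkaline phosphatase at 20 µM in the single-dose screen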;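 note: plate controls were DMSO wells for no effect and EDTA-quenched wells as full inhibition for full effect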
PPARg SRC-2 ag: agonists of PPARg-SRC-2 recruitment, primary screen, biochemical, HTS. Peroxisome proliferator-activated receptor gamma (Homo sapiens), P37231. PPARgamma LBD-SRC-2 recruitment. activation, % at 8 µM. actives 0.34% (n = 200,000); in the data active = activation above about 22%;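 note: 0% = vehicle and 100% = reference agonist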
Efa HMGR inh: inhibitors of E. faecalis class II HMGR, primary screen, biochemical, Enterococcus faecalis; inhibition, % at 10 µM; purified E. faecalis HMGR, NADPH absorbance 340 nm kinetic; HMG-CoA reductase (Enterococcus faecalis, mvaE); actives 0.41% (n = 190,000);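 active = inhibition above a set limit, the median over all tested compounds plus 3 SD, cut at about 9.5% in these data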;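 note: enzyme runs in reverse so mevalonate oxidation gives rising NADPH absorbance; 0% = complete reaction with DMSO and 100% = background rate lacking mevalonate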
The depositor's hits bear a star; / = no result given.

SMILES	PPARg SRC1 recr	TNAP inh noacc	TR-FRET SRC-2 ct	bIAP act	PPARg SRC3 recr	bIAP inh	TNAP act hiacc	TNAP inh hiacc	PPARg SRC-2 ag	Efa HMGR inh
O=C1CN(c2ccc(Br)cc2)C(=O)N1CC(=O)N1CCCc2ccccc21	0	-6	1597	1	10	3	1.1	-5	7	-2
O=C(NCCc1ccccc1)c1cccs1	-3	-19	1514	0.9	4	12	1.1	-5	5	-2
CCc1nnc(NC(=O)CCN(c2cc(C)cc(C)c2)S(=O)(=O)c2ccc(Cl)cc2)s1	15	-8	1433	0.9	3	11	1	-1	2	-9
CC(C)CN(C(=O)COC(=O)CCN1C(=O)c2ccccc2C1=O)C1CCS(=O)(=O)C1 (centres undefined)	-3	-11	1588	1.1	8	-6	1	-4	4	-4
Cn1cc(C(=O)Nc2cccc(F)c2)cn1	-4	-1	1564	1	-5	2	1	-4	-5	0
COc1ccccc1N(CC(=O)NC1CCCCC1)S(C)(=O)=O	-2	-9	1469	1	-18	3	1.1	-9	1	-1
CCc1nnc2cccc(Cl)n12	8	-7	1654	1.1	4	-13	1	0	7	-4
CCC1(C)Cc2[nH]c(=O)c(C#N)cc2CO1 (centres undefined)	9	-1	1474	1	1	-1	1	-1	4	-4
Cc1ccc(-n2c(Cl)c(Cl)nc(Cl)c2=O)cc1	-9	-7	1615	0.8	2	21	1	-2	-3	0
Cc1cc(OCc2ccc(C(=O)NN=C3CCCC3)cc2)ccc1Cl	-1	-7	1681	0.9	-3	7	1	-4	4	0
CCCCCCCC[n+]1cccc2c3ccccc3ccc21	3	4	1477	0.6	4	36	1	-1	7	-1
CCn1c(O)c(N=NC(=O)Cn2ccc(C(F)(F)F)n2)c2ccccc21	4	-16	1640	1	2	1	1	-2	8	-5
O=C(NCc1ccc2[nH]c3c(c2c1)CCCC3)N1CCOCC1	1	-16	1469	1	-4	-2	1	-3	6	-1
COCCn1c(SCc2ccccc2F)nc2ccccc2c1=O	5	-21	1616	0.9	1	8	1.1	-6	6	-6
C=CCn1c(SCC(=O)Nc2ccc(N(C)C)cc2)nnc1-c1cccc(C)c1	7	-14	1627	1	1	-2	1	-5	-1	-1
c1ccc2c(-c3nc(C4CCCCC4)no3)cc(-c3ccncc3)nc2c1	5	-3	1856	1	-4	-2	1	-3	6	-6
CCc1cc(=O)oc2cc(C)c3c(C)coc3c12	0	-9	1464	0.7	-3	26	1	-3	0	4
CCCSc1nc(O)c(C2OC(=O)c3c2ccc(OC)c3OC)c(=O)n1-c1ccccc1 (centres undefined)	0	-6	1424	1	9	2	1	-2	4	0
CCn1c(Sc2nc(C)nc3scc(-c4cccs4)c23)n[nH]c1=O	-3	-4	1497	1.1	3	-13	1.1	-5	-4	-1
COc1ccc(CNC(=O)c2c(C)oc3c2C(=O)c2ccccc2C3=O)cc1	2	-4	1653	0.9	1	10	1	1	3	3
CCC(=O)NC(c1ccc([N+](=O)[O-])cc1)c1c(O)ccc2ccccc12 (centres undefined)	10	-5	1571	0.8	6	15	1	2	3	-1
O=C(CCl)N1CCN2C(=O)c3ccccc3C12c1ccc(Cl)cc1 (centres undefined)	2	-13	1648	0.9	4	5	1.1	-8	6	1
CC(C)(C)OC(=O)N/N=C\C=C\c1ccc2c(c1)OCO2	-3	14	1582	1	7	3	1	3	11	2
COc1ccc(-c2nnc(SCC(=O)Nc3nncs3)o2)cc1	6	1	1703	0.9	4	8	1	4	2	-6
COc1ccc(N2CC(C(=O)Nc3nnc(SCc4ccccn4)s3)CC2=O)cc1 (centres undefined)	-1	-7	1439	1	-1	4	1	-3	7	-1

Another view of 2 compounds above:
COc1ccc(CNC(=O)c2c(C)oc3c2C(=O)c2ccccc2C3=O)cc1
  PPARg SRC1 recr = 2 | TNAP inh noacc = -4 | TR-FRET SRC-2 ct = 1653 | bIAP act = 0.9 | PPARg SRC3 recr = 1 | bIAP inh = 10 | TNAP act hiacc = 1 | TNAP inh hiacc = 1 | PPARg SRC-2 ag = 3 | Efa HMGR inh = 3

CCC(=O)NC(c1ccc([N+](=O)[O-])cc1)c1c(O)ccc2ccccc12 (centres undefined)
  PPARg SRC1 recr = 10 | TNAP inh noacc = -5 | TR-FRET SRC-2 ct = 1571 | bIAP act = 0.8 | PPARg SRC3 recr = 6 | bIAP inh = 15 | TNAP act hiacc = 1 | TNAP inh hiacc = 2 | PPARg SRC-2 ag = 3 | Efa HMGR inh = -1

Additional entries
SMILES	PPARg SRC1 recr	TNAP inh noacc	TR-FRET SRC-2 ct	bIAP act	PPARg SRC3 recr	bIAP inh	TNAP act hiacc	TNAP inh hiacc	PPARg SRC-2 ag	Efa HMGR inh
CC1=Nc2ccc3ccccc3c2C1(C)C	8	-24	1584	1	4	-5	1.1	-8	4	1
CN(C)c1ccc(CNc2ncc(Br)cc2Br)cc1	4	-10	1667	0.9	4	10	1	-3	3	-1
Cc1ccc2[nH]c(=O)c(CN(Cc3ccc4c(c3)OCO4)Cc3nnnn3Cc3ccco3)cc2c1	2	-1	1606	0.9	4	5	1	-3	4	-3
CCOC(=O)C(=Cc1ccccc1OC)C(=O)OCC	5	-9	1426	0.9	-1	5	1	0	5	-2
Cc1cccc(C(=O)N[C@H](C(=O)Nc2nc3ccc(S(C)(=O)=O)cc3s2)C(C)C)c1	-4	-6	1715	1	2	-4	1	-3	11	-5
C#CC[N+](C)(C)C(C#Cc1ccccc1)CC=C (centres undefined)	3	-11	1638	0.8	-2	22	1.1	-5	11	-5
OCC1(Cc2ccccc2)CCN(Cc2ccc(C(F)(F)F)cc2)CC1	6	-1	1523	1	-2	0	1	-2	-6	-2
Cc1ccc(-c2csc(NC(=O)Cn3cnc4c3c(=O)n(C)c(=O)n4C)n2)cc1C	2	2	1671	1	1	-4	0.9	7	3	-4
O=[N+]([O-])c1ccccc1OCc1nc(-c2cccs2)no1	1	-4	1581	1	2	-3	1	2	0	4
COc1ccc(N(C(=O)C2CCCCC2)S(=O)(=O)c2cccc3cccnc23)cc1	3	-2	1516	0.9	0	9	1	-1	6	-1
Cc1cccc(NC(=O)COn2nnc3ccc(S(C)(=O)=O)cc32)c1	2	-7	1446	1	-1	1	1	2	14	2
Cc1ccc(N2C(=O)c3ccc(C(=O)N4CCN(c5ccccc5F)CC4)cc3C2=O)cc1	6	0	1683	1	2	-3	1	-2	0	7
CN1C(=O)CC(C(=O)O)SC1=Nc1cc(Cl)cc(Cl)c1 (centres undefined)	-4	-4	1630	1.1	-1	-11	1.1	-5	7	-3
COc1c(S(=O)(=O)N2CCCCC2)ccc2c(S(=O)(=O)N3CCCCC3)cccc12	-1	/	1544	/	-10	/	/	/	5	/
COc1ccc(NS(=O)(=O)c2cc(C(=O)N3CCN(C(C)=O)CC3)ccc2Cl)cc1	3	-12	1500	0.9	7	10	1.1	-6	4	5
COc1cc(OC)c(C(=O)NCCCN2CCOCC2)cc1OC	11	-11	1730	0.8	6	19	1	-2	4	-2
Clc1ccc(-n2nnnc2CN2CCOCC2)cc1Cl	2	13	1782	0.8	0	16	1	4	4	-2
C#CCOCCOCCOCCNc1nc(N2CCN(C(=O)C(Cc3cc4ccccc4[nH]3)n3cc(C(N)C(C)CC)nn3)CC2)nc(N2CCN(C(=O)C(Cc3cc4ccccc4[nH]3)n3cc(C(N)C(C)CC)nn3)CC2)n1 (centres undefined)	-7	-192	1351	3.9*	-4	-292	1.3	-34	-2	3
CCOCCCN1C(=O)C(O)=C(C(C)=O)C1c1cccs1 (centres undefined)	-5	/	1439	/	-3	/	/	/	7	0
O=C(O)c1ccc(N2C(=O)/C(=C/C=C/c3ccccc3)SC2=S)cc1	8	6	1585	0.9	6	10	1	-4	4	0
c1csc(-c2nnc(-c3ccc(N4CCOCC4)cc3)o2)c1	5	0	1350	1	5	-1	1	-4	7	-4
CCCCNC(=O)C1CCCNC1=O (centres undefined)	-5	-15	1342	1	-15	3	1	-1	6	4
COc1ccc2c(C)cc(SCC(=O)Nc3nsc(-c4ccc(C)cc4)n3)nc2c1	-3	-8	1501	0.9	0	8	1	-5	8	1
COc1ccc(Br)cc1C(=O)Nc1ccccc1-c1ccccc1	10	-13	1652	0.6	4	36	1	-3	10	-4
Cn1cnnc1SCC(=O)Nc1cccc(S(=O)(=O)N2CCOCC2)c1	-1	-20	1456	1	-1	-1	1	-4	-2	-9

New compounds follow.
SMILES	PPARg SRC1 recr	TNAP inh noacc	TR-FRET SRC-2 ct	bIAP act	PPARg SRC3 recr	bIAP inh	TNAP act hiacc	TNAP inh hiacc	PPARg SRC-2 ag	Efa HMGR inh
CCN(CC)CCNC(=O)c1ccc2c(c1)ncn2C1CCCCC1	-2	-14	1427	1	-2	-5	1.1	-6	7	-5
COC(=O)c1ccc(NC(=O)Nc2ccc(F)cc2)cc1	0	-4	1577	0.7	-2	25	1.1	-9	-8	-2
CN(C)c1ccc(NC(=O)Cn2cc3c(n2)CCCC3)cc1	4	-7	1601	0.9	1	15	1	0	4	1
Cc1ccc(/C=C2\SC(N3CCN(C(c4ccccc4)c4ccccc4)CC3)=NC2=O)o1	-4	-2	1640	1.1	-6	-10	0.9	6	-4	-4
Cc1ccc(SCC2(O)CCN(S(=O)(=O)c3ccc(Cl)cc3)CC2)cc1	4	-11	1681	0.9	4	15	1.1	-7	3	-9
CCS(=O)(=O)Nc1ccc(-c2nnc(SCC(=O)OC)o2)cc1	1	-5	1353	1	-8	3	1	-2	-8	-2
COc1ccc(C)cc1NC(=S)N1CCN(S(C)(=O)=O)CC1	-6	-11	1358	0.8	-1	20	1	2	-8	-1
Cc1ccc(N2C(=O)[C@@H]3[C@H](C2=O)[C@H]2C=CC=NN2[C@@H]3C(=O)Nc2ccc(Cl)cc2)cc1	4	-4	1583	0.9	0	12	1	1	11	-6
O=C(O)c1cnn(-c2ccccc2)c1C(F)(F)F	9	-2	1701	1	2	0	1	1	2	-2
COc1ccccc1N1C(N)=NC(N)=NC1(C)C	-4	-10	1372	1	-2	-2	1	-5	-7	-5
CC(C)[C@H](NC(=O)NC1CCCc2ccccc21)C(=O)O (some centres undefined)	0	-2	1442	1	-12	2	1.1	-7	-5	-3
Cc1ccc(C(O)c2nc3ccccc3n2C(C)C)cc1 (centres undefined)	4	-7	1477	2.5*	-2	-149	1	-4	11	1
Cc1ccc(C(OCC(O)CN2CCCCC2CO)c2ccccc2)cc1 (centres undefined)	-5	-8	1568	1	-3	1	1.1	-6	-4	0
CCOC(=O)c1cn2ccc(C)cc2n1	-8	-4	1477	0.9	-4	6	1	-3	-5	-6
CCOc1ccc(N(CC(=O)NCc2ccc(F)cc2)S(=O)(=O)c2c(C)noc2C)cc1	-3	2	1517	0.9	14	6	1.1	-8	1	-2
CC(C)n1nc(C(=O)Nc2nc3ccccc3[nH]2)c2ccccc2c1=O	4	-79	1611	1.1	2	-11	1.1	-7	5	4
